From PubChem
EPAC2 agonist – EPAC2 (human) agonism; Q8WZA2; EPAC2 activation, biochemical qHTS; response scale: 100% = 6.5 mM cAMP response; Potency, µM (doses to about 154 µM), without a hit: at the top dose activation, hits mostly activators; actives 0.079% (n = 360,000); also: potency is read from the fitted curve at half-maximal effect; nearly all actives have a fitted effect of over 50% in size
Target sequence (Q8WZA2 whole entry, looked up): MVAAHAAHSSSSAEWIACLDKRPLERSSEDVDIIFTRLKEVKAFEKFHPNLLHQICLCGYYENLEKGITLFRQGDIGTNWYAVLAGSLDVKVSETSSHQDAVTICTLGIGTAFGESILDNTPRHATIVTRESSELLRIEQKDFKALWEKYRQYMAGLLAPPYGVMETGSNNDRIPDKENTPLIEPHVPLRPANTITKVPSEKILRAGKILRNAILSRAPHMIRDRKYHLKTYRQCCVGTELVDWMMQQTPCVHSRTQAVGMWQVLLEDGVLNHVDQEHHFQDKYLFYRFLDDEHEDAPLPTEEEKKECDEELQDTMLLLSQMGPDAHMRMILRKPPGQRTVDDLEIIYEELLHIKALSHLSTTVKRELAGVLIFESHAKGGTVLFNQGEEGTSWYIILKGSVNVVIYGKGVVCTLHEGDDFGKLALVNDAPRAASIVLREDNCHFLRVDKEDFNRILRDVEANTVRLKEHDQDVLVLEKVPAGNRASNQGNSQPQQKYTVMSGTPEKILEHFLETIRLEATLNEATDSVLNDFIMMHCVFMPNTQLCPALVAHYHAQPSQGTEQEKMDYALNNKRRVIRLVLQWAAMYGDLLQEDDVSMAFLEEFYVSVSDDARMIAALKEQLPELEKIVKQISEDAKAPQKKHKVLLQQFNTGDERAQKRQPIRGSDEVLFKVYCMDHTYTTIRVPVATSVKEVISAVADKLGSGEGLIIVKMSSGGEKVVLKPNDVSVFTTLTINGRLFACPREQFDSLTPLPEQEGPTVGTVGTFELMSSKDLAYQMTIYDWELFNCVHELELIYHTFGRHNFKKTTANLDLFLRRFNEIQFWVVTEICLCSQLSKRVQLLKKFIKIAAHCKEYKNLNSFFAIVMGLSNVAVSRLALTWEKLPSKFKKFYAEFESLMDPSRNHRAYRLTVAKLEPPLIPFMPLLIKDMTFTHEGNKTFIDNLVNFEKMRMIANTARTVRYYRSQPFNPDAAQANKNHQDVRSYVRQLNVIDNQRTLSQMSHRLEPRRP
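Exchange assay: 100 nM EPAC2 with 250 nM Rap1B-BODIPY-GDP and 50 uM GDP. Fluorescence (ex 480/em 540 nm) read every 5 min for 30 min at room temperature. Data normalized to 6.5 mM cAMP as agonist control.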
Nrf2 block – inhibitors of Nrf2 signaling; actives 2.1% (n = 360,000); AID 504444; A549 ARE-Fluc reporter, luciferase luminescence, 18-24 h; Potency, µM (series often up to 46 µM), for the others: top-dose activity change, negative = inhibition, hits mostly inhibitors; also: potency is read from the fitted curve at half-maximal effect; % is scaled to controls: 0 for no effect and ±100 for the full control effect; nearly all actives have a fitted effect of over 60% in size
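Quantitative HTS in A549 cells stably bearing an antioxidant response element-firefly luciferase construct. Inhibition of Nrf2-driven transcription was scored by luminescence after 18-24 h of compound exposure at 37 °C.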
EPAC2 antagonist – antagonists of human EPAC2. EPAC2 GEF exchange of Rap1B-BODIPY-GDP, fluorescence. Potency, µM (highest dose often 114 µM), for the others: at the top dose activity, negative = inhibition, usual class: inhibitors. actives 0.18% (n = 360,000); also: potency is read from the fitted curve at half-maximal effect; % is scaled to controls: 0 for no effect and ±100 for the full control effect; nearly all actives have a fitted effect of over 45% in size; many of its hits are not listed in these tables
CCT chaperon mod – changes cytosolic chaperonin activity. activity change, % (no concentration beside the values), hits read low. actives 0.3% (n = 360,000). purified chaperonin ATPase assay, HTRF ADP detection, 30 min. AID 651819; in the data active = activity change below about -30%; also: % is scaled to controls: 0 for no effect and ±100 for the full control effect
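Enzyme 40 or 20 nM (batch-dependent) in Tris pH 7.4/KCl/MgCl2/DTT; cpd 76 uM single point; ATP 10 uM; 30 min 37 °C; Transcreener ADP HTRF detection, 30 min RT; ratio 665/615.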
Nrf2 activator – activators of Nrf2 (ARE) signaling. actives 0.31% (n = 410,000). Potency, µM (titrated, usually from 46.1 µM), for inactives: at the highest dose activation, usual class: activators. AREc32 ARE-luciferase reporter (MCF7-derived line), luminescence, 24 h; also: potency is read from the fitted curve at half-maximal effect; % of control where 0% means no effect; nearly all actives have a fitted effect of over 65% in size
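Luciferase luminescence (Steady-Glo, 30 min at room temperature) served as the read-out of ARE activation in AREc32 cells treated with compounds for 24 hr at 37 deg C.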
Akt phos inh – inhibitors of Akt phosphorylation; Neuro2A IGF-stimulated pAkt S473 HTRF, 20 min; stronger effect = lower value; activity change, % for hits at 50 µM; actives 0.32% (n = 360,000); AID 651550; in the data active = activity change below about -80%; inconclusive = mostly about -51% to -80%; also: % is scaled to controls: 0 for no effect and ±100 for the full control effect
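Single-point screen (50 µM final compound) in Neuro2A cells stimulated 20 min with 6 nM IGF at 37 deg C. After lysis, Ser473-phosphorylated Akt read by HTRF (ex 330 nm, em 615/665 nm) as the 665/615 ratio.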
TGFb inhibitor – TGF-b pathway inhibition | HepG2 CAGA-GFP TGF-b/SMAD3 reporter, GFP fluorescence, 18 h; TGF-beta stimulated, 500 pg/mL final | Potency, µM (doses to about 46.1 µM), for inactives: at the top dose activity, negative = inhibition, hits mostly inhibitors | actives 1.2% (n = 410,000); also: potency is read from the fitted curve at half-maximal effect; % is scaled to controls: 0 for no effect and ±100 for the full control effect; nearly all actives have a fitted effect of over 65% in size
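Inhibition was scored as loss of TGF-beta-induced (500 pg/mL final, 18 hours, 37 degrees C) GFP in HEPG2 cells carrying a CAGA-GFP reporter, in DMEM with 1% FBS. Well GFP was summed per cell; Activity was normalised to unstimulated and stimulated DMSO wells, then concentration-response fitting.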
Mm-Cpn inhibitor – inhibitors of Methanococcus maripaludis chaperonin (MmCpn); purified Mm-Cpn ATPase, ADP Transcreener TR-FRET; Potency, µM (top dose mostly 76.9 µM), for the others: at the highest dose activity, negative = inhibition, hits mostly inhibitors; actives 0.031% (n = 330,000); AID 504842; also: potency is read from the fitted curve at half-maximal effect; % is scaled to controls: 0 for no effect and ±100 for the full control effect; nearly all actives have a fitted effect of over 80% in size
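Compound-treated chaperonin, 25 nM final, turns over 10 uM ATP at 37°C for 30 min following a 10 min preincubation; ADP generated competes with ADP-d2 for Eu-cryptate antibody, lowering FRET.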
A549 viability – counter-screen for Nrf2 inhibitors: cytotoxicity in A549 cells; A549 ARE-Fluc cells, CellTiter-Fluor viability, 18-24 h; Potency, µM (highest dose often 46 µM), for the others: at the top dose activity change, negative = cytotoxicity, usual class: inhibitors; actives 0.16% (n = 390,000); AID 504648; also: potency is read from the fitted curve at half-maximal effect; % is scaled to controls: 0 for no effect and ±100 for the full control effect
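A549 ARE_Fluc cells in 5% FBS OPTI-MEM were exposed to compounds in concentration-response for 18-24 h at 37 deg C. Viability was read by CellTiter-Fluor fluorescence (Ex 405/Em 525) after 30 min, before the luciferase read.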
Starred values were filed as active, the others as inactive; i = inactive; ? = inconclusive; nt = not tested or not shown; & = joins results of further samples; [ ] = remark or other dose. Unless noted, calls follow the shape of the dose curve; as a rule, active = well fitted curve in the direction sought with a large enough effect; inconclusive = small, poorly fitted or top-dose-only effect, or another doubt; inactive = no such curve, though single readings can be large; an effect the other way counts as inactive or inconclusive. A portion of the library, so the mix of outcomes need not match the whole.

SMILES	EPAC2 agonist	Nrf2 block	EPAC2 antagonist	CCT chaperon mod	Nrf2 activator	Akt phos inh	TGFb inhibitor	Mm-Cpn inhibitor	A549 viability
Cn1c(SCC(=O)Nc2ccc3nc(SCC(=O)N4CCCC4)sc3c2)nnc1-c1ccccc1	10.6%	?	-0.6%	-1.9	3.0%	i	?	-0.8%	-11.6%
COCCN(C(=O)CSCc1ccc(C)cc1)c1c(N)n(CC(C)C)c(=O)[nH]c1=O	2.2%	12.9%	1.2%	-5.1	-0.6%	i	8.0%	0.0%	1.9%
Cc1ccsc1C(=O)OCC(=O)Nc1ccc(Cl)cc1C(F)(F)F	3.2%	-4.0%	-6.2%	2.7	-0.2%	i	-5.9%	1.0%	1.7%
Cc1nnc(SCC(=O)NC(=O)NC(C)(C)C)s1	4.9%	-4.1%	0.9%	-2.6	-0.1%	i	2.5%	2.0%	12.1%
O=C(O)c1cc(S(=O)(=O)N2CCOCC2)c[nH]1	6.0%	1.4%	2.6%	2.0	0.2%	i	30.0%	-3.3%	14.9%
CCn1ccnc1CN(C)C(=O)c1cc(COc2ccc(-n3cncn3)cc2)on1	5.1%	-12.5%	4.4%	-1.2	0.1%	i	-1.7%	2.6%	1.4%
CN(C)S(=O)(=O)Nc1ccccc1C(N)=O	4.5%	3.9%	-1.9%	-0.9	1.9%	i	-0.9%	-4.8%	-1.8%
COc1ccccc1CCNC(=O)c1ccc(OC)c(OC2CCN(C(C)C)CC2)c1	-5.3%	3.7%	-3.3%	1.9	0.5%	i	5.0%	-4.8%	5.1%
CC(Sc1ncnc2sc(-c3ccccc3)cc12)C(=O)N1CCNC1=O (configuration not stated)	15.5%	?	-15.5%	-1.3	0.9%	i	16.8%	-1.8%	1.1%
CN(C)C(=O)[C@@H]1C[C@H]1[C@@H](NC(=O)OCc1ccccc1)c1ccccc1	21.2%	?	8.4%	-2.6	9.9%	i	-2.7%	-0.3%	5.7%
O=C(CCC(=O)c1ccc(-c2ccccc2)cc1)Nc1cccnc1	8.2%	2.9%	8.2%	1.8	-0.5%	i	-15.8%	-9.7%	-0.5%
CCCCNC(=O)c1onc(CSc2ccc(F)cc2)c1C(=O)O	-0.5%	5.7%	-8.0%	0.9	3.2%	i	?	-0.3%	0.8%
Cc1cc(-c2ccc(C)c(S(=O)(=O)NCC3CCN(Cc4ccccc4F)CC3)c2)on1	2.9%	?	-6.1%	-1.1	3.9%&8.9%	i	?	1.8%	0.4%&13.2%
CCN(CC)c1nc2c3c(nc4c(c3c1C#N)CC(=O)N4c1ccc(Cl)cc1)NC(C)=N2	4.2%	?	15.6%	1.2	-0.4%	i	4.0%	1.0%	?
COc1cc2c(cc1OC)C(O)C(O)(CO)C(C(=O)O)C2c1cc(OC)c(OC)c(OC)c1 (configuration not stated)	0.3%	0.5%	8.5%	-0.1	-0.9%	i	-5.2%	nt	1.2%
O=C(O)/C(=C\c1ccc(Br)cc1)NC(=O)c1cccs1	5.4%	-1.7%	-3.7%	-0.8	-0.2%	i	-9.5%	-0.9%	9.1%
CC1CCc2ccccc2N1C(=N)N(C)C (configuration not stated)	9.1%	16.9%	3.2%	-2.7	-0.3%	i	-0.1%	1.2%	0.5%
COc1ccc(CCNC(=O)CSc2nnc3c(n2)[nH]c2ccc(F)cc23)cc1OC	0.3%	-6.0%	2.6%	-1.3	0.4%	i	-2.9%	0.8%	-1.2%
CCN(CC)S(=O)(=O)c1ccc(N2CCOCC2)c(NC(=O)c2ccccc2)c1	-7.4%	-6.3%	0.1%	2.2	-0.5%	i	22.3%	0.7%	-6.7%
O=C(CCC(=O)Nc1ccccc1)NNC(=O)c1ccco1	-2.6%	nt	2.7%	0.8	-1.0%	i	5.1%	-3.6%	6.6%
COC(=O)c1sccc1S(=O)(=O)N(CC(=O)Nc1ccc(C)c(F)c1)c1ccc(C)c(C)c1	nt	-23.5%	nt	nt	6.6%	nt	?	nt	1.7%
O=C(NCCc1cccc(F)c1)C1CCCN(c2nc3ccccc3s2)C1 (configuration not stated)	13.9%	17.1%	-6.8%	-0.7	-0.5%	i	-12.2%	0.6%	0.0%
Cc1ncc([N+](=O)[O-])n1CC(C)O (configuration not stated)	8.1%	-4.2%	-7.1%	0.6	-0.9%	nt	13.8%	3.0%&0.9%	-1.4%
O=C(Nc1cccc(S(=O)(=O)N2CCCCC2)c1)c1cncc(Br)c1	22.6%	?	-8.3%	-1.4	0.6%	i	?	3.3%	2.1%
CCCc1nnc(NC(=O)c2cc3ccccc3o2)s1	0.8%	?	-3.2%	0.5	2.5%	i	-19.5%	0.6%	1.2%
COc1ccc(N(Cc2cc3ccc(C)cc3[nH]c2=O)C(=O)c2ccco2)cc1	0.0%[15.6 µM]	-2.3%	3.7%	-4.0	0.0%	nt	17.2%	1.8%	-4.8%
N/C(=N\OC(=O)Cc1ccccc1)c1cccc(Br)c1	-3.2%	0.3%	-27.0%	-2.9	3.3%	i	6.4%	-1.6%	1.3%
O=C(Cc1ccccc1)Nc1ccccc1C(=O)Nc1ccc(C(=O)O)cc1	12.8%	-10.6%	2.3%	-6.8	-0.1%	i	9.0%	0.7%	6.5%
CCOC(=O)Cn1c(=O)oc2cc(S(=O)(=O)Nc3c(C)cc(C)cc3C)ccc21	0.2%	-4.8%	?	-0.8	0.3%	i	-37.5%	1.2%	-1.4%
Cc1ccc(C(=O)N2CCN(c3ncccn3)CC2)cc1S(=O)(=O)N1CCCCC1	-1.8%	2.5%	9.4%	0.0	0.3%	i	-2.9%	1.3%	-12.7%
NNc1nc(-c2ccccc2)cs1	1.5%	?	-2.7%	-17.4	3.4%	i	-6.7%	?	-2.7%
O=C(Nc1ccc(S(=O)(=O)Nc2nccs2)cc1)c1cc(=O)[nH]c2ccccc12	3.2%	?	-15.6%	1.8	-0.4%	i	-6.2%	-0.6%	?
O=C1CSCC(=O)N1c1ncc(C(F)(F)F)cc1Cl	1.1%	-10.3%	-1.7%	-7.0	-0.3%	i	2.6%	1.9%	3.1%
Cc1ccc(N2CCN(C(=O)c3cc(-c4ccc(F)cc4)[nH]c3C)CC2C)cc1 (configuration not stated)	-2.4%	?	-11.2%	1.7	8.8%	i	?	0.5%	-14.0%
COC(=O)N1CCC2CC1c1c(Cl)cccc12 (configuration not stated)	12.3%	nt	-11.8%	-0.3	-0.3%	i	-5.6%	nt	nt
CCCCCCC(=O)Nc1nc(C)c(-c2csc(Nc3ccc(Cl)cc3)n2)s1	11.3%	-6.7%	15.7%	-2.2	-1.0%	i	?	-11.2%	-3.4%
CC(=O)Nc1nonc1NC(=O)COc1ccccc1	23.3%	-12.7%	1.6%	-3.7	2.4%	i	-0.8%	1.0%	2.3%
CC(=O)C1=C(C)NC(=O)NC1c1ccccc1 (configuration not stated)	-3.8%	10.4%	8.7%	-1.0	-0.6%	i	-1.3%	1.2%	1.0%
Cc1cccc(NC(=O)Cc2coc3ccc4ccccc4c23)n1	18.2%	-44.4%	-1.1%	-2.7	6.3%	i	-7.0%	-1.9%	-6.8%[1.84 µM]
COC(=O)C1=C(c2ccccc2)c2ccccc2S(=O)(=O)N1CC(=O)Nc1ccc(OC)cc1OC	nt	1.4%	nt	nt	4.9%	nt	-14.2%	nt	-9.0%
O=C(c1ccc(S(=O)(=O)Nc2ccccc2F)cc1)N1CCN(c2ccccc2O)CC1	2.7%	-14.3%	6.0%	1.9	0.0%	i	-23.7%	-0.2%	0.2%
CCc1nnc(NS(=O)(=O)c2ccc(NC(=S)NC(=O)c3ccc(Br)cc3)cc2)s1	5.8%	-16.4%	-15.8%	-1.9	-0.1%	i	8.0%	0.7%	4.7%
COc1ccccc1N1CC(C(=O)Nc2nnc(SCc3cccnc3)s2)CC1=O (configuration not stated)	4.3%	-15.5%	-4.6%	0.0	0.2%	i	-6.6%	2.1%	9.9%
Cc1cc(NC(=O)CCC2CCCCC2)no1	1.0%	?	-12.8%	-1.9	2.1%	i	2.4%	3.2%	9.4%
Cc1cccc(C(=O)NC(=S)NNC(=O)c2ccccc2Cl)c1	-6.3%	?	5.3%	-0.1	-0.5%	i	-14.3%	-3.3%	?
Brc1ccc(CSc2nnc(-c3ccccn3)n2Cc2ccco2)cc1	13.7%	-8.7%	-5.6%	-1.9	-0.9%	i	?	1.3%	-8.6%
COc1cc(NC(=O)c2ccc(Br)cc2)ccc1NC(=O)c1cc2ccccc2o1	12.4%	7.5%	10.6%	-4.6	0.2%	i	-6.7%	-0.3%	0.5%
CN1CCN(C(=O)c2ccc(CNS(=O)(=O)c3ccc(F)c(Cl)c3)cc2)CC1	5.0%	-19.4%	0.4%	1.3	-0.5%	i	3.1%	3.1%	3.5%
CCOC(=O)c1ccc(NC(=O)CCOc2ccccc2)cc1	-5.2%	nt	-0.1%	4.3	-0.4%	i	2.6%	-4.7%	-1.8%
CCn1c(CNc2ccc(Cl)cc2)nnc1SCC(=O)OC1CCCCC1	6.3%	?	-15.9%	0.4	2.5%	i	-22.2%	0.2%	-8.9%

Fetched by compound from the entries so far:
SMILES	EPAC2 agonist	Nrf2 block	EPAC2 antagonist	CCT chaperon mod	Nrf2 activator	Akt phos inh	TGFb inhibitor	Mm-Cpn inhibitor	A549 viability
O=C(Nc1ccc(S(=O)(=O)Nc2nccs2)cc1)c1cc(=O)[nH]c2ccccc12	3.2%	?	-15.6%	1.8	-0.4%	i	-6.2%	-0.6%	?
O=C(c1ccc(S(=O)(=O)Nc2ccccc2F)cc1)N1CCN(c2ccccc2O)CC1	2.7%	-14.3%	6.0%	1.9	0.0%	i	-23.7%	-0.2%	0.2%
O=C(Nc1cccc(S(=O)(=O)N2CCCCC2)c1)c1cncc(Br)c1	22.6%	?	-8.3%	-1.4	0.6%	i	?	3.3%	2.1%
